Glyco luc inh: increase of ERlucT glycosylation luciferase signal, primary screen, N-linked glycosylation inhibitor project, D54 ERlucT cells, luminescence, set 2; D54 ERlucT glycosylation luciferase reporter, 24 h; percent of 100 nM tunicamycin response; 0.23% of 360,000 active; reporter increase, % at 12.5 µM;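 active means mean luciferase reporter signal, scaled so untreated is 0 and the glycosylation-blocking control 100, at or above a set limit in every replicate; inconclusive means mean reaches the limit but not every replicate does; inactive means mean below the limit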;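 further: luciferase carries N-glycosylation sites so blocking glycosylation raises the light; 0% = median of neutral control wells and 100% = median of 100 nM tunicamycin wells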
hiPSC survival: enhancers of single-cell hiPSC survival, primary screen, ATPlite luminescence | 100% = ROCK inhibitor wells, 0% = DMSO | survival enhancement, % at 20 µM | 0.044% of 360,000 active | AID 602274, 2012; in the data active means survival enhancement above about 18%;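 further: cells exposed to compounds for 16 hours before the ATP read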
H9c2 protect: cardioprotection against H2O2-induced cell death, primary screen, uHTS, H9c2 cells, ATPLite luminescence | H9c2 cardiomyocytes, H2O2 injury protection, 2 h | protection from H2O2 cell death, % at 20 µM | 0.63% of 360,000 active | AID 588492, 2011;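 active means compounds giving at least 50% protection of heart cells from peroxide-induced death in the single-dose screen, raw or plate-pattern-corrected value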;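 further: 0% = DMSO wells with peroxide and 100% = DMSO wells without peroxide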
CaV13 ICDI inh: Primary screen for inhibitors of IQ motif and Ca2+-dependent inactivation inhibitor domain binding in CACNA1D, Förster resonance energy transfer in living cells, …. 0.098% of 340,000 active. HEK cells, CFP/YFP FRET ICDI-IQ, plate reader, 10 min; percent FRET-ratio fall versus neutral wells. inhibition, % at 12.3 µM;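 active means mean replicate inhibition of at least 30% and at least 1% of replicates passing that level; inconclusive means only one of the two criteria is met; inactive means neither criterion is met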;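 further: 0% = median of the neutral control wells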
m5-HT2A agonist: mouse Htr2a agonists via beta-arrestin recruitment, primary screen, cell-based, luminescence; CHO-K1 mHTR2A beta-arrestin complementation; percent of 30 µM serotonin response; activation, % at 7.6 µM; 0.66% of 360,000 active;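 active means activation above a run cutoff, the mean activation of all tested compounds plus 3 SD, cut at about 14% in these data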;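 further: 0% = plate median of compound wells and 100% = 30 µM serotonin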
Target sequence (P35363 whole entry, looked up): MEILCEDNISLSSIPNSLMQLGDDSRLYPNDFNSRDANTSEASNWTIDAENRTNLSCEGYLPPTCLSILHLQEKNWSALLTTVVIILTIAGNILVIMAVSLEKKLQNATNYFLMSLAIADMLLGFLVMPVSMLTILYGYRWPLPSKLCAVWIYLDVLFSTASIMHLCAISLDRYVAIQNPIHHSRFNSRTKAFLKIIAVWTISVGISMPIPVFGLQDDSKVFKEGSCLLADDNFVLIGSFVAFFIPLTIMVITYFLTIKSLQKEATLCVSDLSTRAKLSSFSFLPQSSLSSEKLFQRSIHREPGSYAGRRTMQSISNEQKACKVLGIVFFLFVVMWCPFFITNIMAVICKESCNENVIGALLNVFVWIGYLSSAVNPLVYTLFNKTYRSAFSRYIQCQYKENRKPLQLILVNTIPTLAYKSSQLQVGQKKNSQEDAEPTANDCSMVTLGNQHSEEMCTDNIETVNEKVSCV
aDG glyco up: activators of alpha-DG glycosylation, primary screen, uHTS, Pro5-aDG cells, AlphaScreen; AID 624168, 2012; activation, % at 10 µM; alpha-DG glycosylation AlphaScreen (IIH6); 0% Pro5, 100% B10-LARGE cell signal; 0.22% of 360,000 active;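 active means activation of at least 8% versus controls, or a plate z-score of at least 8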;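 further: Pro5 are CHO cells carrying HIG-tagged alpha-DG that lacks glycosylation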
Vif inh: HIV Vif self-association inhibitors, primary screen, imaging, HEK293T, single point; 0.35% of 340,000 active; inhibition, % at 7.49 µM; HEK293T cells, Vif self-association by quenched fluorescence, 24 h; AID 602346, 2012; in the data active means inhibition above about 50%, passing the limit was not always enough; inconclusive means no clear call, values can overlap the other calls; inactive means below about 31%; further: some results filed as inactive read as strong as hits
PDI inh: inhibitors of human PDI, primary screen, biochemical, turbidity, single point, plate reader | PDI insulin aggregation turbidity, A650, 90 min | inhibition, % at 10 µM | 0.052% of 350,000 active | AID 588391, 2011;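 active means mean inhibition across replicates of 30% or more, whatever share of single replicates reach that level; inconclusive means mean inhibition below 30% while every single replicate reaches 30%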;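 further: absorbance from insulin aggregation driven by PDI reduction with DTT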
Target sequence (P07237 whole entry, looked up): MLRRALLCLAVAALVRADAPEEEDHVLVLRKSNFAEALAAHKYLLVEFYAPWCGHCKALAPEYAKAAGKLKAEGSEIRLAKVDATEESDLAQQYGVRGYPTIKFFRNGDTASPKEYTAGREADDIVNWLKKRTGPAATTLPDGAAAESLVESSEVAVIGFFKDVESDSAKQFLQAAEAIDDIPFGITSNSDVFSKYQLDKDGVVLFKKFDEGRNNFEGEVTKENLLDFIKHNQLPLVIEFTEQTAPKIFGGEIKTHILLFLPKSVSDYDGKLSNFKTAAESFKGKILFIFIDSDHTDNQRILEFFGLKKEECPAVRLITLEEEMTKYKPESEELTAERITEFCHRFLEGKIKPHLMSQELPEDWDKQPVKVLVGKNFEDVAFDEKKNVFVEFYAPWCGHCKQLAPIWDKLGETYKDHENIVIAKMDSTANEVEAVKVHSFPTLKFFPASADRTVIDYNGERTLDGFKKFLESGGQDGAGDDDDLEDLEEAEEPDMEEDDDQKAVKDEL
ABCB6 inh 2: ABCB6 transporter inhibitors, primary screen, K562-ABCB6 cells, flow cytometry, MLPCN library; ATP-binding cassette sub-family B member 6 (Homo sapiens), Q9NP58; K562-ABCB6 porphyrin accumulation, 1 h; stronger effect = lower value; fluorescence ratio to DMSO, % at 10 µM; 0.19% of 360,000 active;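 active means fluorescence ratio to DMSO below 75%, the collection mean minus 3 SD; inconclusive means too few cells collected in the well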;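 further: signal is porphyrin accumulated inside mitochondria; 100% equals median channel fluorescence of DMSO control wells; lower ratio means ABCB6 inhibition with less porphyrin fluorescence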
Exocytosis inh: LAMP-1 surface exposure blockers, TALL-104 cells – cell-based, flow cytometry, MLPCN library, primary screen; TALL-104 LAMP-1 surface exposure; cells stimulated with thapsigargin and PMA; inhibition, % at 10 µM; 0.66% of 360,000 active; AID 651702, 2012;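 active means inhibition above about 55%, limit read from the data; inconclusive means no clear call, values can overlap the other calls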
Starred values were filed as active, the others as inactive; ? = inconclusive; / = not tested or not shown; & = joins results of further samples.

cpd	SMILES	Glyco luc inh	hiPSC survival	H9c2 protect	CaV13 ICDI inh	m5-HT2A agonist	aDG glyco up	Vif inh	PDI inh	ABCB6 inh 2	Exocytosis inh
1	Cc1ccc(/C=N/N2C(=O)C3C(C2=O)C2C=CC3C23CC3)o1 (stereo unspecified)	2	1.8	-2	-7	-8	-0.1	8	-1	99	0
2	Nc1nc(-c2ccccc2)c(N=Nc2ccccc2Cl)s1	-2	-1.2	-6	-5	-11	-0.8	-7	-4	93	3
3	Cn1nc(C(F)(F)F)c(-c2ccccc2)c1NC(=O)c1cccnc1	0	-0.4	0	16	-2	0.0	-3	-2	100	1
4	O=C(O)C1CC(O)CN1S(=O)(=O)c1ccc2ccccc2c1 (stereo unspecified)	1	0.4	0	-3	-3	-0.1	0	0	100	-6
5	CCOC(=O)C1=C(C)N=c2s/c(=C\c3cc(OC)c(OC)c(OC)c3)c(=O)n2C1/C=C/c1ccccc1 (stereo unspecified)	2	-1.3	21	-3	5	0.4	0	-3	104	-2
6	Cc1cccc(C(=O)NCC(=O)NC2CCC(C)CC2)c1 (stereo unspecified)	0	-0.1	-1	-6	-2	-0.1	-1	-3	94	19
7	N#Cc1cc(Oc2cccc3cccnc23)c(-n2nnc3ccccc32)cc1C#N	14	-0.1	-2	-14	-8	-0.3	-2	-5	118	99*
8	O=c1c(Cl)c(NCCCO)cnn1-c1nc2ccccc2[nH]1	8	14	-37	-1	4	-0.6	20	1	95	8
9	Cc1ccc(SCC(=O)NC(=O)NCCC(C)C)c(C)c1	1	-0.6	-5	-7	3	-0.1	3	-3	85	2
10	COc1c(S(=O)(=O)NCCCn2ccnc2)ccc(Cl)c1Cl	1	-0.5	0	-10	-3	-0.1	-2	0	101	-1
11	CN1CCN(S(=O)(=O)Cc2ccccc2Cl)CC1	-1	0.8	3	-5	1	3.0	/	-5	94	2
12	O=C(Nc1cc(C(F)(F)F)ccc1-n1cncn1)c1cn2ccccc2n1	1	-1.3	43	-2	6	0.2	-2	6	99	-14
13	CCN(CC(=O)NCc1cccs1)CC(=O)Nc1ccccc1C	1	-0.1	5	-2	0	0.8	-1	-5	101	2
14	O=C1C2CCCN2C(c2ccc(F)cc2)N1c1ccc(Cl)cc1 (stereo unspecified)	-7	-1.5	11	-3	6	-0.2	14	/	103	5
15	COc1cccc(-c2nnc(SCC(=O)N(C(C)C)C(C)C)o2)c1	-4	-2.1	5	-4	4	0.0	2	-1	104	-2
16	Clc1ccc2oc3c(Cl)ncnc3c2c1	-7	-2.9	-9	-7	8	1.8	0	-16	103	11
17	OCCNc1nc(-c2ccccc2)nc2ccccc12	3	-0.8	-2	-2	-2	-0.1	-3	10	97	0
18	CCc1ccc(-n2nc3ccc(NC(=O)c4ccc5c(c4)OCO5)cc3n2)cc1	-1	-0.2	-3	-4	2	-0.1	?	-1	103	-2
19	O=C(NC1CCCCC1)c1ccc(CS(=O)(=O)Cc2ccccc2F)o1	-1	0.5	-3	/	-4	0.1	-10	9	120	-3
20	Cc1ccc(-c2csc(NC(=O)Cc3cccs3)n2)cc1C	0	-1.6	-18	-5	-2	0.5	-5	8	99	0
21	O=C(NCc1ccc(Cl)cc1)c1cnccn1	3	-0.6	4	-5	3	-0.1	8	-1	98	-2
22	COC1=CC(C)C2CC3OC(=O)CC4C(C)=C(OC)C(=O)C(C2(C)C1=O)C34C (stereo unspecified)	-2	3.4	1	-5	4	0.0	-9	-2	99	-4
23	COC(=O)Cn1cc(S(=O)(=O)NCc2ccc(C)cc2)c2cc([N+](=O)[O-])ccc21	1	0.0	12	-21	3	-0.1	-9	7	94	-11
24	CCC(=O)N(C)C[C@H]1Oc2cc(Br)ccc2S(=O)(=O)N([C@@H](C)CO)C[C@H]1C	1	-2.0	3	/	-1	0.2	-3	-12	104	0
25	COc1ccc(NC(=O)N2CCCC2C(=O)Nc2ccc(C)cc2)cc1 (stereo unspecified)	4	-0.5	-3	-6	-1	-0.1	2	-11	98	-1
26	O=C(COc1ccc2ccc(=O)oc2c1)NCc1ccccn1	3	-0.4	4	-7	5	0.2	-4	-1	107	-1
27	O=c1c2ccccc2oc2ccccc12	2	-0.5	-2	/	-6	0.1	-13	/	107	-6
28	CCOC(=O)c1[nH]c(C)c(C(=O)Nc2cc(OC)ccc2OC)c1C	35*	0.6	3	-10	0	-0.1	54*	0	102	2
29	O=C1CCCC2=C1C(c1cccs1)CC(=O)N2c1ccc(F)cc1 (stereo unspecified)	0	0.5	6	-4	-1	-0.3	0	0	95	0
30	O=c1[nH]cnc2c1ncn2-c1ccc(Cl)cc1	2	-2.2	0	-6	3	0.1	9	1	104	0

One compound at a time, as listed above. Values in the order: Glyco luc inh | hiPSC survival | H9c2 protect | CaV13 ICDI inh | m5-HT2A agonist | aDG glyco up | Vif inh | PDI inh | ABCB6 inh 2 | Exocytosis inh
O=c1[nH]cnc2c1ncn2-c1ccc(Cl)cc1 is entered as 2 | -2.2 | 0 | -6 | 3 | 0.1 | 9 | 1 | 104 | 0
Cc1ccc(-c2csc(NC(=O)Cc3cccs3)n2)cc1C is entered as 0 | -1.6 | -18 | -5 | -2 | 0.5 | -5 | 8 | 99 | 0
O=C1CCCC2=C1C(c1cccs1)CC(=O)N2c1ccc(F)cc1 (stereo unspecified) is entered as 0 | 0.5 | 6 | -4 | -1 | -0.3 | 0 | 0 | 95 | 0
CN1CCN(S(=O)(=O)Cc2ccccc2Cl)CC1 is entered as -1 | 0.8 | 3 | -5 | 1 | 3.0 | / | -5 | 94 | 2
O=C(COc1ccc2ccc(=O)oc2c1)NCc1ccccn1 is entered as 3 | -0.4 | 4 | -7 | 5 | 0.2 | -4 | -1 | 107 | -1

Further structures
cpd	SMILES	Glyco luc inh	hiPSC survival	H9c2 protect	CaV13 ICDI inh	m5-HT2A agonist	aDG glyco up	Vif inh	PDI inh	ABCB6 inh 2	Exocytosis inh
31	S=c1[nH]nc(-c2ccco2)n1-c1ccc(Br)cc1	1	1.6	-1	-5	8	-0.1	-8	0	94	3
32	O=C(Nc1ccncc1)c1ccccc1[N+](=O)[O-]	-4	28*	-16	-1	-1	-0.1	-3	4	101	-1
33	Cc1ccc(NC(=O)c2ccncc2)cc1S(=O)(=O)N(C)C	1	0.1	0	-4	0	-0.3	3	-2	98	-1
34	COc1ccc(CN2CCN(Cc3ccc(C)cc3)CC2)c(OC)c1	-3	-0.2	11	-3	-8	0.1	-2	-7	95	17
35	CCC(CC)c1nnc(NC(=O)CCN2C(=O)c3ccccc3C2=O)s1	1	-0.5	-8	/	-3	0.1	0	0	98	2
36	CCOC(=O)c1cccc(NS(=O)(=O)Cc2ccccc2)c1	1	-1.9	-3	-6	-3	-0.2	-7	-4	97	0
37	CC(=O)c1ccc(OCc2cc(C(=O)NCCc3ccc(Cl)cc3)no2)cc1	-1	-0.3	-2	-2	-4	0.2	-7	13	101	2
38	O=C1NC(=Nc2ccc(F)cc2)SC1Cc1ccc(F)cc1 (stereo unspecified)	4	0.1	-5	-21	1	0.0	1	8	100	7
39	CC1(C)Oc2ccc(C(=O)NC3CC3)cc2N(CC(=O)N2CCOCC2)C1=O	2	-0.7	0	-6	4	-0.1	-4	-1	89	-1
40	Cc1nn(-c2ccccc2)c2c1c(C)c(CCC(=O)N1CCOCC1)c(=O)n2C	-9	0.0	8	/	-3	0.1	-3	-8	98	-2
41	O=C(COc1ccc(C(F)(F)F)cc1[N+](=O)[O-])Nc1cccc(C(F)(F)F)c1	1	1.0	-5	-4	2	0.0	/	0	102	-1
42	O=C(COC(=O)COc1ccc2ccccc2c1)Nc1cc(C(F)(F)F)ccc1N1CCOCC1	0	-3.0	2	-18	6	-0.3	4	2	101	3
43	COC(=O)c1cc(=O)nc(NN=Cc2ccco2)s1	0	-0.6	-1	-11	0	0.7	-2	/	100	-6
44	CCC1CCC(C(=O)NC(CCSC)C(=O)NCCN(CC(C)C)CC(C)C)CC1 (stereo unspecified)	-2	-0.4	-12	-6	6	0.3	5	2	97	-4
45	COC(=O)[C@]12CCCCC=C1N(Cc1ccc3c(c1)OCO3)C(=O)[C@H](CC(=O)NCc1cccc3ccccc13)C2	/	/	/	-8	-1	2.1	/	/	/	3
46	Cc1c(C#N)c(N)c(C(=O)c2ccccc2)n1Cc1ccccc1	-1	-1.1	-6	-1	1	0.0	5	0	102	0
47	CCOC(=O)[C@H](CCc1ccccc1)N[C@@H](C)C(=O)N1CCC[C@H]1C(=O)O	1&1	-2.8&1.7	0&15	-5	-1&-7	-0.2&0.0	-3&-3	-14&-9	105&106	-8&-6
48	O=C(Nc1ccccc1)OCCCc1ccccc1	3	0.0	-7	-4	-6	-0.4	17	-6	103	-3
49	Cn1cc(Cc2ccccc2)c(=O)c(Cc2ccccc2)c1	-1	-1.6	3	-6	2	0.2	6	-19	93	-4
50	CCn1c(=O)cc(OCC(=O)O)c2ccccc21	-2	-0.3	10	-5	1	-0.3	/	7	90	1
51	CCCCC(=O)Nc1cc([N+](=O)[O-])ccc1Cl	2	-1.7	-6	-3	5	-0.1	4	3	97	3
52	O=c1[nH]cnc2c1c(-c1ccccc1)cn2-c1cccc(Cl)c1	7	-0.3	-8	-2	10	0.3	9	-1	102	-1
53	O=C(CCCN1C(=O)c2ccccc2C1=O)N1CCC(c2ccccc2)C1 (stereo unspecified)	-1	-0.5	1	-5	-2	0.0	-3	-1	97	3
54	O=C(COC(=O)c1ccc2ncsc2c1)Nc1cc([N+](=O)[O-])ccc1Cl	0	-0.5	3	-5	2	0.0	27	-5	94	3

Records above printed as active in Exocytosis inh.
| cpd | Structure | Glyco luc inh | CaV13 ICDI inh | m5-HT2A agonist | aDG glyco up | Vif inh | PDI inh | ABCB6 inh 2 | Exocytosis inh |
| --- | --- | --- | --- | --- | --- | --- | --- | --- | --- |
| 7 | N#Cc1cc(Oc2cccc3cccnc23)c(-n2nnc3ccccc32)cc1C#N | 14 | -14 | -8 | -0.3 | -2 | -5 | 118 | 99* |

Screens: PubChem BioAssay, several laboratories
